Screening results: PubChem BioAssay, Broad Institute
CASP6 VEID inh: inhibitors of human caspase-6 | P55212 | purified caspase-6, Z-VEID-R110 cleavage fluorescence | inhibition, % at 12.5 µM | 350,000 compounds, 0.53% hits;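 active means mean inhibition across replicates at least about 35%, with every replicate also reaching that limit, limit read from the data; inconclusive means only one of the two criteria met; inactive means neither criterion met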;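 further: 0% = median of neutral control wells and 100% = no fluorescence left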
Target sequence (P55212 24-179 limits assumed): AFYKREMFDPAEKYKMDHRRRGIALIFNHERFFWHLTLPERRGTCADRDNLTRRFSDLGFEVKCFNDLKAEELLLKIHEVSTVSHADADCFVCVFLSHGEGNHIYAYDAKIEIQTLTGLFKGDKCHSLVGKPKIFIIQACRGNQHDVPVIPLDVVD
Target sequence (P55212 194-293 limits assumed): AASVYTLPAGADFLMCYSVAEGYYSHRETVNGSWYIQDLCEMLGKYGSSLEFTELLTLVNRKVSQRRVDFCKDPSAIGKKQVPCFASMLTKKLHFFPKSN
FN deposit inh: fibronectin deposition inhibition; AH1F fibroblasts, Alexa488-fibronectin deposition fluorescence, overnight; inhibition, % at 12.6 µM; 350,000 compounds, 0.086% hits; AID 743247;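 active means mean inhibition across replicates of 30% or more, regardless of how many single replicates reach that level; inconclusive means mean under 30% yet at least half of replicates reach 30%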;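 further: positive control wells lacked labelled fibronectin entirely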
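Assay system: AH1F fibroblasts assembling fluorescent fibronectin matrix; Amount: 10000 AH1F cells per well; Buffer or medium: DMEM, 2% serum; Probe or stimulus: Alexa488-fibronectin, 24 nM final in well; Doses: single compound dose, delivered by pin transfer; Incubation: 1 h adhesion, overnight exposure; Measured by: fluorescence 485/525 nm; Read-out: fibronectin deposition inhibition.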
esBAF inh: SWI/SNF esBAF complex inhibition; 350,000 compounds, 2% hits; reporter increase, % at 12.5 µM; mouse ES cells, Bmi1-luciferase knock-in reporter, 24 h; 100% = twice the neutral-well signal; AID 602393; in the data active means activation above about 40%; inconclusive means no clear call, values can overlap the other calls;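 further: 0% = median of the plate's neutral control wells and 100% = double that signal; a rise in the Bmi1 reporter signal indicates esBAF inhibition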
Statin myotox sup: protects C2C12 myotubes from simvastatin toxicity; rescue of ATP level, % at 7.49 µM; AID 602340; 330,000 compounds, 0.78% hits; ATP luminescence, 48 h; scaled: DMSO 0, geranylgeraniol control 100;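 active means mean ATP rescue above about 67%, or every replicate alone reaching that limit, limit read from the data, passing the limit was not always enough; inconclusive means no clear call, values can overlap the other calls; inactive means mean under the limit and some replicate under it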;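 further: myotubes were challenged with 10 µM simvastatin during compound exposure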
LGR2 inh: Drosophila LGR2 receptor signaling inhibition; 380,000 compounds, 0.35% hits; HEK293 LGR2, CRE-luciferase, bursicon-stimulated, 4 h; inhibition, % at 9.99 µM;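 active means drop in luminescence signal, shown as inhibition above about 50% in the replicate tests, limit read from the data, passing the limit was not always enough; inconclusive means probably only some replicates passing the limit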;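 further: agonist challenge used bursicon conditioned medium at about half maximal strength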
S100A4 MyoIIA: blocks human S100A4 binding to myosin IIA peptide. 360,000 compounds, 0.14% hits. inhibition, % at 10.7 µM. S100A4/TAMRA-MyoIIA peptide fluorescence polarization. P26447. AID 652163;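 active means mean inhibition of at least 70% across replicates, with every replicate also reaching that level; inconclusive means mean inhibition reaches 70% but some replicates fall short; inactive means mean inhibition below 70%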
Target sequence (P26447 whole entry, looked up): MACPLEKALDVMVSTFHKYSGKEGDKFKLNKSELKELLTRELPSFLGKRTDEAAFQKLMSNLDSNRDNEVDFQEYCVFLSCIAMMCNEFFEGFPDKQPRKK
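Material: S100A4 monomer protein | Medium: HEPES pH 7.2 with CaCl2, KCl, NaCl, DTT, Triton | Reagent: Labelled myosin peptide probe, 5 nM | Doses: One dose per compound | Times: 5 min incubation before reading | Benchmarks: Neutral control DMSO, positive control TFP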
SIRT5 block: sirtuin-5 (human) deacylase inhibition. Q9NXA8. Purified SirT5, succinyl-peptide AMC, trypsin-coupled fluorescence. inhibition, % at 15 µM. 330,000 compounds, 1.1% hits. AID 652115; in the data active means inhibition above about 15%; inconclusive means no clear call, values can overlap the other calls
Target sequence (Q9NXA8 whole entry, looked up): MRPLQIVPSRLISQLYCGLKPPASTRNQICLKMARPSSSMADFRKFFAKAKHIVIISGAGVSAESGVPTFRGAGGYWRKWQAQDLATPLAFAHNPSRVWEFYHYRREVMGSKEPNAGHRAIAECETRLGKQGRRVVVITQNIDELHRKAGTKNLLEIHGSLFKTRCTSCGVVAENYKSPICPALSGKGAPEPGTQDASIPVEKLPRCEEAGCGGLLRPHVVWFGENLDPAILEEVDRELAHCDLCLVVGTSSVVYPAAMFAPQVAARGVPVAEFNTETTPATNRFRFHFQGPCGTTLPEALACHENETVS
The depositor's hits bear a star; u = inconclusive; x = no result given. These rows are one share of the data. The share of hits here may be higher or lower than overall.

SMILES	CASP6 VEID inh	FN deposit inh	esBAF inh	Statin myotox sup	LGR2 inh	S100A4 MyoIIA	SIRT5 block
Cc1ccc(NC(=O)CN(C)C(=O)C2CSC3(C)CCC(=O)N23)cc1 (stereo not given)	0	-1	x	x	-10	-5	-2
Cc1cc(C)c(NC(=O)C(C)Sc2nc3ccc(N4C(=O)c5ccccc5C4=O)cc3s2)c(C)c1 (stereo not given)	x	-11	-10	-11	-1	x	x
C[C@H]1CN([C@@H](C)CO)S(=O)(=O)c2ccc(C3=CCCC3)cc2O[C@H]1CN(C)C(=O)c1cccnc1	4	-1	1	16	-13	-8	-2
Cc1cc(/C=N/O)c(C)n1-c1cccc(Cl)c1	-1	4	x	x	8	-3	0
CCOCCCNC(=O)CN1C(=O)c2cccc3cccc1c23	1	5	-6	-3	18	-1	0
Cc1ccc(-c2ccc(CCC(=O)O)n2C(C)C)cc1	2	-3	-4	-4	10	-9	x
Cc1noc(C)c1S(=O)(=O)Nc1ccc2c(c1)C(=O)N([C@@H](C)CO)C[C@H](C)[C@H](CN(C)Cc1ccncc1)OCCCC[C@@H](C)O2	0	x	-6	x	34	-8	-2
CC(Oc1ccc2cc(-c3ccccc3)c(=O)oc2c1)C(=O)NCC1CCC(C(=O)O)CC1 (stereo not given)	7	x	1	3	-12	0	-142
C[C@H](CO)N1C[C@H](C)[C@H](CN(C)CC2CC2)Oc2ccc(NC(=O)c3ccncc3)cc2C1=O	-1	x	x	x	1	-11	-1
C=C1CCN([C@H](C(=O)O)C(C)C)S(=O)(=O)c2ccccc21	1	4	10	-12	8	4	-1
COc1ccccc1C(CNC(=O)C1CC(=O)N(Cc2ccccc2)C1)N1CCCC1 (stereo not given)	-8	-14	-8	3	23	-2	3
OCCC1CN(Cc2cc3c(cc2Cl)OCO3)CCN1Cc1ccccc1 (stereo not given)	1	5	3	11	15	-2	-2
COCC(=O)Nc1ccc2c(c1)[C@H]1C[C@@H](CC(=O)NCc3cccc(F)c3)O[C@@H](CO)[C@H]1O2	4	9	0	-6	-2	0	-1
Nn1c(Cc2ccccc2F)n[nH]c1=S	-18	-8	x	x	-5	-1	-3
CCC[C@H]1CCCC/C=C\CCCC(=O)OCCN1C(=O)OC(C)(C)C	x	-1	-7	2	3	x	x
CN(C)C(=O)C[C@@H]1C[C@H]2c3cc(NC(=O)NC4CCCCC4)ccc3O[C@H]2[C@H](CO)O1	-3	0	4	3	0	14	1
COC(=O)c1[nH]c2cccc(OC)c2c1NC(=O)CCN1CCN(c2ccccc2OC)CC1	x	13	-4	15	x	x	x
CCOC(=O)c1csc(NC(=O)C(C)(C)C)n1	-2	-4	7	-2	-9	-5	0
CO[C@H]1CN(C)C(=O)c2cc(NC(=O)Nc3ccccc3F)ccc2OC[C@@H](C)N(C)C[C@@H]1C	x	-22	3	-6	14	1	6
CC(C)c1nnc(NC(=O)C2CCCN2C(=O)Nc2cccc(Cl)c2)s1 (stereo not given)	0	9	1	-3	-3	0	-6
C[C@@H]1CN([C@@H](C)CO)C(=O)c2cccc(NC(=O)C3CC3)c2O[C@@H]1CN(C)S(=O)(=O)c1cccs1	0	x	-5	-20	-3	-4	-3
COC(=O)[C@H](Cc1ccccc1)NC(=O)N1CCCCCC1	-5	-2	12	4	-24	-4	-4
O=C(Nc1nc2ccccc2[nH]1)c1cc(F)cc(F)c1	x	1	-2	-36	-108	-23	-1
O=c1cc(-c2ccc3c(c2)OCCO3)oc2ccc(Cl)cc12	x	-7	-9	x	-5	10	x
CC(C)(C)C(O)C(Cc1ccccc1Cl)n1cncn1 (stereo not given)	0	-2	1	-7	-1	1	1

Retrieved by compound from the entries so far (six):
SMILES	CASP6 VEID inh	FN deposit inh	esBAF inh	Statin myotox sup	LGR2 inh	S100A4 MyoIIA	SIRT5 block
CCOC(=O)c1csc(NC(=O)C(C)(C)C)n1	-2	-4	7	-2	-9	-5	0
O=C(Nc1nc2ccccc2[nH]1)c1cc(F)cc(F)c1	x	1	-2	-36	-108	-23	-1
Cc1cc(C)c(NC(=O)C(C)Sc2nc3ccc(N4C(=O)c5ccccc5C4=O)cc3s2)c(C)c1 (stereo not given)	x	-11	-10	-11	-1	x	x
Nn1c(Cc2ccccc2F)n[nH]c1=S	-18	-8	x	x	-5	-1	-3
COC(=O)c1[nH]c2cccc(OC)c2c1NC(=O)CCN1CCN(c2ccccc2OC)CC1	x	13	-4	15	x	x	x
CC(Oc1ccc2cc(-c3ccccc3)c(=O)oc2c1)C(=O)NCC1CCC(C(=O)O)CC1 (stereo not given)	7	x	1	3	-12	0	-142

Remaining list, next part.
SMILES	CASP6 VEID inh	FN deposit inh	esBAF inh	Statin myotox sup	LGR2 inh	S100A4 MyoIIA	SIRT5 block
CN1CCN(C(=O)/C(C#N)=C/c2ccc(OC(F)F)cc2)CC1	-2	1	-2	-14	8	-2	-6
COc1cc(NC(=O)CSc2nnc(NC(C)C)s2)cc(OC)c1OC	-2	x	2	-3	-10	3	-1
O=C(c1nc2ccccn2c1CN1CCCC(OCc2ccccc2)C1)N1CCCC1 (stereo not given)	-2	-4	-3	6	6	-3	-6
CCCNC(=O)N(C)C[C@@H]1Oc2cc(C#Cc3cccc(F)c3)ccc2S(=O)(=O)N([C@@H](C)CO)C[C@H]1C	0	5	2	x	-3	-2	10
O=C(NCc1ccccc1)c1cccc(NS(=O)(=O)c2cccc3cccnc23)c1	4	5	x	x	x	-2	0
O=C(Nc1ccccc1Cl)c1ccc2nccnc2c1	-1	0	16	-3	-19	-12	2
COCC(=O)Nc1ccc2c(c1)C(=O)N(C)C[C@H](OC)[C@@H](C)CN(C(=O)C1CCCC1)[C@H](C)CO2	x	-4	-3	-13	0	-2	-5
Cc1nc(NC(=S)NC(=O)c2ccco2)sc1C(=O)N(C)C	-3	10	x	x	10	4	2
CCC(C(=O)NCc1ccc(C)o1)n1nc(C)c2c(C)n(-c3ccccc3)nc2c1=O (stereo not given)	1	-7	0	-14	6	-2	-2
COc1ccc(C(CNC(=O)C2CC2)N(C)C)cc1 (stereo not given)	-8	3	x	x	6	4	1
O=C(NCc1ccc(F)cc1F)[C@@H]1CCCN1C(=O)[C@@H]1CCCN1	-2	2	x	x	-22	-5	-4
CCOc1ccc2nc(C)cc(C(=O)O)c2c1	1	x	1	-8	7	-2	-12
COC(=O)Cn1cnc2c(NC(=O)c3ccccc3)ncnc21	-3	x	x	x	-15	-4	2
C=CCOc1ccc(CN(C)CC(O)COc2cccc3ccccc23)cc1 (stereo not given)	0	-10	-7	3	-8	-1	1
O=C(C[C@H]1CC[C@H]2[C@@H](COC[C@H](O)CN2S(=O)(=O)c2ccc(Cl)cc2)O1)NCCN1CCCC1	-2	-7	-4	-9	1	-1	-3
CCOC(=O)CN1N=C(c2ccc(Cl)cc2)CCC1=O	1	6	0	0	-2	-5	-1
C[C@H](CO)N1C[C@H](C)[C@H](CN(C)C)Oc2cc(C#CC(C)(C)O)ccc2S1(=O)=O	16	-6	-1	10	5	8	-3
Oc1ccccc1/C=N/N1CCCCC1	0	8	x	x	-8	0	x
COC(=O)c1cc2c(c3c4cc(C)ccc4n(S(=O)(=O)c4cccc(C)c4)c13)C(=O)N(Cc1ccc(C(F)(F)F)cc1)C2	-3	-1	x	x	-7	0	x
Cc1cc(C)cc(C(=O)NCC(=O)OCC(=O)Nc2cccnc2Cl)c1	3	6	x	x	x	-2	4
CN(c1ccccc1)S(=O)(=O)c1ccc(Cl)c(C(=O)NCC(c2ccco2)N2CCCC2)c1 (stereo not given)	0	2	-3	-13	1	-4	0
Cc1ccc(S(=O)(=O)c2c(C(=O)c3ccccc3)cnc3cc4c(cc23)OCCO4)cc1	-6	-4	x	x	x	2	-5
Cc1ccc(C(NC(=O)C2CCN(CCOc3ccccc3)CC2)c2ccccn2)cc1 (stereo not given)	3	9	-1	-7	10	-10	x
Cc1ccc(NC(=O)c2nn(C34CC5CC(CC(C5)C3)C4)cc2[N+](=O)[O-])cc1	x	5	-4	-54	-22	x	x
CCOC(=O)c1ccc(S(=O)(=O)N2CCN(CCc3ccncc3)CC2)cc1	-6	-1	-4	-14	-3	0	-5
Next part:
SMILES	CASP6 VEID inh	FN deposit inh	esBAF inh	Statin myotox sup	LGR2 inh	S100A4 MyoIIA	SIRT5 block
CN(Cc1ccncc1)C(=O)[C@@H]1CCCN1C(=O)[C@@H]1CCCN1	0	4	x	x	-2	-5	-6
O=C(CN1CCCc2ccccc21)N/N=C/c1ccc(F)cc1F	1	-8	12	7	-11	-3	-1
O=c1c(N2CCOCC2)nsnc1N1CCOCC1	x	x	8	7	-1	x	x
C[C@H]1CN([C@@H](C)CO)S(=O)(=O)c2ccc(-c3ccc(C#N)cc3)cc2O[C@H]1CN(C)Cc1ccccn1	-1	x	-3	-6	-6	-3	0
OCCN1CCN(CCOc2cccc(Cl)c2)CC1	x	4	-5	-3	x	x	x
COC(=O)CN1C2=NCCCN2c2ccccc21	1	5	x	x	x	-2	-2
COc1ccc(NC(=O)Cc2cccc3ccccc23)cc1	1	-1	2	4	-24	-13	-1
Nc1ccccc1SCC1CSc2nc3ccccc3c(=O)n21 (stereo not given)	1	-4	-1	1	-12	-2	-1
O=S(=O)(NCC1CCN(Cc2ccccc2)CC1)c1ccccc1C(F)(F)F	-9	2	-15	-42	-1	-2	1
COc1ccc(/C=C2\Oc3ccccc3C2=O)cc1	0	-10	-37	-7	56*	3	-6
COc1ccc(/C=N/NC(=S)Nc2cccc(C(=O)O)c2)cc1OC	3	-8	x	x	82*	7	2
CCC(=O)N(C)C[C@H]1[C@H](c2ccc(-c3ccccc3F)cc2)[C@@H](CO)N1C(C)=O	0	3	-3	9	2	0	7
O=C(C1CCC1)N1C[C@@H]2N[C@H](C1)C2c1ccc(-c2ccncc2)cc1 (stereo not given in full)	2	4	x	x	5	-12	-1
NC(=O)c1ccc(NC(=O)COC(=O)c2n[nH]c3ccccc23)cc1	3	12	-6	4	12	8	-2
CN(NC(=O)c1c(Cl)cccc1Cl)c1cccc(Cl)n1	3	-16	x	x	-4	-23	1
Cc1ccc(S(=O)(=O)c2cc3c(=O)n4cccc(C)c4nc3n(CC3CCCO3)c2=N)cc1C (stereo not given)	1	-15	-9	-6	1	-4	-3
COc1ccc(CN(C(=O)c2ccco2)c2ccc(Br)cc2)cc1OC	x	-6	0	u	x	x	x
Cc1ccc(C(=O)C(C)OC(=O)CN2C(=O)NC3(CCCC3)C2=O)cc1C (stereo not given)	0	5	6	11	-4	9	1
c1ccc2c(c1)CCc1c-2nc2ccccc2c1N1CCOCC1	2	2	x	x	-12	0	-3
C[C@H](CO)N1C[C@H](C)[C@H](CN(C)Cc2cncnc2)Oc2ncc(-c3cccc(C#N)c3)cc2C1=O	1	3	-6	2	-3	-10	-6
C[C@@H]1CN([C@H](C)CO)C(=O)Cc2cc(NS(=O)(=O)c3ccccc3)ccc2O[C@H]1CN(C)Cc1ccccc1	6	x	2	41	-5	24	4
CCC(C)[C@H](NC(=O)N1CCn2c1nc1ccccc12)C(=O)NCc1ccc(OC)cc1 (stereo not given in full)	2	-7	x	x	14	-2	-1
CN(C)c1ccc2c(c1)[C@@H]1C[C@@H](CC(=O)NCc3ccncc3)O[C@H](CO)[C@@H]1O2	-1	-7	0	-1	7	8	-3
O=c1[nH]cnc2c1nnn2Cc1ccccc1	-2	1	-4	0	4	2	-2
CC1CCCC(C)N1C(=O)COC(=O)COc1ccccc1C#N (stereo not given)	2	-6	-2	-13	3	-4	2
O=C(Nc1ccc(NC(=O)c2ccccc2)c2ccccc12)c1ccccc1	1	-2	4	-5	-1	10	1
